Compound activity deposited in PubChem BioAssay by several laboratories.
Cdc42 wt – human Cdc42 wildtype GTP binding change, either direction; hit rate 0.2% among 190,000; percent activity (GTP binding), % at 10 µM; GST-Cdc42 beads, Bodipy-GTP binding, flow cytometry; actives lie on both sides;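 active means percent activity GTP binding at least 20 points away from the 100% baseline, either down as inhibitor or up as activator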;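 further: median bead fluorescence of bound Bodipy-FL-GTP at 100 nM; 0% = excess unlabeled GTP control and 100% = no compound control; below 100% means less GTP binding so inhibitor and above means activator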
Target sequence (P60953 whole entry, looked up): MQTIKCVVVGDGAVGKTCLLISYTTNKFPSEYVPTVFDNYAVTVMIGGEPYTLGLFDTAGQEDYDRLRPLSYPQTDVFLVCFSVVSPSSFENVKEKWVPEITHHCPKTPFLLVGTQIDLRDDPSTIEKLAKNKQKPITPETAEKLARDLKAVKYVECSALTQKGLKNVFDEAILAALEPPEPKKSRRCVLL
Mcl1 Bid PPI – disrupts binding of human Mcl-1 to Bid peptide. Q07820. TR-FRET Mcl-1/Bid-Dy647 peptide binding, 1536-well. inhibition, % at 21.7 µM. hit rate 0.97% among 220,000. AID 1021;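 active means compounds that cut the binding signal by more than half at the single screening dose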;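 further: His-tagged Mcl-1 with europium anti-His antibody binding Bid BH3 peptide; 0% = Mcl-1 plus peptide wells and 100% = peptide-only wells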
Rab7 wt modul – modulators of GTP binding to dog Rab7 wildtype GTPase. GST-Rab7 beads, fluorescent GTP binding, flow cytometry; actives lie on both sides; untreated = 100%, excess cold GTP = 0%. GTP binding activity (percent of control), % at 10 µM. hit rate 0.055% among 190,000. AID 758;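 active means fluorescent GTP binding to Rab7 beads changed by at least 20 points from the 100% baseline, either direction, mostly lower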;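 further: median green fluorescence of bound Bodipy-FL-GTP per Rab7 bead population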
Rac1 wt GTP bind – alters GTP binding to wildtype human Rac1; GST-Rac1 beads, fluorescent GTP binding, flow cytometry; actives lie on both sides; 0 = cold GTP competed, 100 = untreated; GTP binding activity (% of control), % at 10 µM; hit rate 0.27% among 190,000; AID 757;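 active means GTP binding activity at least 20 points away from the 100% control level, either lower or higher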
Rac1 mut GTP – alters GTP binding to activated mutant human Rac1; P63000; GST-Rac1 activated beads, fluorescent GTP binding, flow cytometry; actives lie on both sides; 100% means binding = to untreated wells; percent activity (GTP binding), % at 10 µM; hit rate 0.11% among 190,000;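 active means GTP binding at least 20 percentage points away from the 100% baseline, in either direction, so actives lie on both sides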
Bim-Mcl-1 – disrupts Bim peptide binding to human Mcl-1; hit rate 0.1% among 190,000; Bead-based flow cytometry, Bim peptide-Mcl-1 binding; inhibition, % at 10 µM; Q07820; in the data active means inhibition above about 40%;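 further: 0% = no compound tracer wells and 100% = peptide blocker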
HRas wt GTP – changes GTP binding to wildtype human HRas; P01112; GST-Ras wt beads, Bodipy-FL-GTP binding, flow cytometry; actives lie on both sides; GTP binding activity, % at 10 µM; hit rate 0.14% among 190,000; AID 759;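 active means GTP binding activity at least 20% away from the 100% baseline, either lowered as inhibitor or raised as activator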;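 further: 0% = unlabeled GTP competition control and 100% = no-compound control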
Target sequence (P01112 whole entry, looked up): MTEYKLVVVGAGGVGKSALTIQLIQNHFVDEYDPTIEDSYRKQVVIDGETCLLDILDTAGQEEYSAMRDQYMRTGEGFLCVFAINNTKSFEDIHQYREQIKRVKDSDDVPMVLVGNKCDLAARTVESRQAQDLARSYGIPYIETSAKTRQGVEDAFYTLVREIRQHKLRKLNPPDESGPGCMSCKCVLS
RGS8-Gao – modulates binding of RGS8 to human Galphao. multiplexed bead flow cytometry; actives lie on both sides. P09471. hit rate 0.34% among 220,000. response (percent of control binding), % at 10 µM; in the data active means response below about 60% or above about 140%; inactive means in between;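 further: Galphao activated as the GDP aluminium fluoride complex binding bead-coupled RGS8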
Target sequence (P09471 whole entry, looked up): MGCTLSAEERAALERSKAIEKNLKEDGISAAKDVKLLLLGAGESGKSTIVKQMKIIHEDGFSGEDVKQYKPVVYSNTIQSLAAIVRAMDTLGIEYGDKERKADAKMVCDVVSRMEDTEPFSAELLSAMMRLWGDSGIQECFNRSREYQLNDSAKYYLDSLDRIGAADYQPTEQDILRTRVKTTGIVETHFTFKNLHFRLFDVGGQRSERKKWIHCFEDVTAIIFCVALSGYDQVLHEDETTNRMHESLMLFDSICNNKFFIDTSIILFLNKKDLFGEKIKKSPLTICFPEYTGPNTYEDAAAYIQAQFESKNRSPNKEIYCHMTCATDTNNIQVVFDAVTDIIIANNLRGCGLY
Pf gamet viab – inhibitors of late stage P. falciparum gametocyte viability; hit rate 0.065% among 150,000; inhibition, % at 10.9 µM; P. falciparum stage V gametocytes, ATP luminescence, 24 h; AID 743093;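 active means inhibition above the mean plus 3 SD of compounds within the control limits, set per campaign, cut at about 38% in these data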;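 further: 0% = DMSO wells and 100% = medium only without gametocytes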
Mcl1 Noxa PPI – disrupts binding of human Mcl-1 to Noxa peptide | TR-FRET Mcl-1/Noxa peptide binding, 2 h | hit rate 1.5% among 220,000 | inhibition, % at 21.7 µM | Q07820;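 active means compounds that cut the protein-peptide binding signal by more than 50% relative to plate controls in a single-dose test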;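 further: His-tagged Mcl-1 with rhodamine Noxa BH3 peptide and terbium anti-His antibody; 0% = Mcl-1 plus Noxa peptide wells and 100% = peptide-only wells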
Rab2 wt GTP – changes GTP binding to wildtype dog Rab2A, up or down; P61105; GST-Rab2 wt beads, Bodipy-GTP binding, flow cytometry; GTP binding activity, % at 10 µM; hit rate 0.19% among 190,000; AID 760;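 active means GTP binding activity at least 20 points away from 100%, either lowered or raised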;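 further: 0% = beads with excess unlabeled GTP and 100% = no-compound control corrected for plate trend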
An asterisk follows results filed as active; . = no result given.

cpd	Compound	Cdc42 wt	Mcl1 Bid PPI	Rab7 wt modul	Rac1 wt GTP bind	Rac1 mut GTP	Bim-Mcl-1
1	CN1CCN(S(=O)(=O)c2cc([N+](=O)[O-])ccc2N/N=C/c2ccc(Cl)cc2)CC1	100.0	-8.3	101.0	100.0	102.0	-1.0
2	CCOC(=O)C(/C=C(\C#N)C(=O)OCC)=C(/N)N1CCN(c2ccc(Cl)cc2)CC1	97.0	8.1	97.0	100.0	96.0	0.0
3	Cc1ccc(CC(NC(=O)c2ccccc2)C(=O)NC(Cc2ccccc2)C(=O)O)cc1 (stereo not given)	96.0	-4.2	102.0	97.0	92.0	0.0
4	Cc1ccc([N+](=O)[O-])cc1NC(=O)c1ccc2c(c1)OCO2	94.0	-10.6	98.0	93.0	94.0	-8.0
5	Cc1ccc(NC(=O)CS(=O)CC(=O)N(CC(=O)NC2CCCC2)c2cccc(C)c2C)cc1 (stereo not given)	99.0	-8.7	95.0	97.0	94.0	-3.0
6	CCOC(=O)N1CCN(C(=O)c2ccc(OCC)c(OCC)c2)CC1	103.0	-7.9	101.0	106.0	101.0	-2.0
7	O=S1(=O)CCN(Cc2ccc(Cl)c(Cl)c2)CC1	99.0	-17.4	99.0	99.0	97.0	-1.0
8	Cc1cccc(C)c1OCC(=O)NNC(=O)c1ccoc1C	106.0	-9.6	102.0	105.0	97.0	-1.0
9	O=C1C2C3C=CC(C3=C3CCCCC3)C2C(=O)N1Cc1ccccc1 (stereo not given)	101.0	-12.0	99.0	102.0	98.0	-3.0
10	Cc1ccsc1C(=O)Nc1nnc(-c2ccco2)o1	101.0	-25.8	99.0	101.0	98.0	1.0
11	COc1ccc2[nH]c(=O)c(CN(C(=O)NC3CCCCC3)C3CCCCC3)cc2c1	101.0	11.5	100.0	102.0	99.0	2.0
12	COc1ccc([N+](=O)[O-])cc1NC(=O)c1ccc(C)o1	104.0	-4.4	98.0	107.0	101.0	-1.0

cpd	HRas wt GTP	RGS8-Gao	Pf gamet viab	Mcl1 Noxa PPI	Rab2 wt GTP
1	102.0	104.8	17.7	0.4	102.0
2	97.0	100.3	.	11.8	97.0
3	99.0	103.4	1.1	16.4	97.0
4	96.0	98.0	-8.4	6.0	96.0
5	97.0	99.0	.	1.2	95.0
6	104.0	103.4	-32.9	-5.1	101.0
7	98.0	100.8	.	7.7	98.0
8	103.0	96.6	.	2.2	100.0
9	100.0	96.8	.	1.2	102.0
10	98.0	100.8	-18.2	-11.4	99.0
11	101.0	99.9	-32.9	-1.1	99.0
12	102.0	92.6	10.5	7.8	99.0

Further results follow:
cpd	Compound	Cdc42 wt	Mcl1 Bid PPI	Rab7 wt modul	Rac1 wt GTP bind	Rac1 mut GTP	Bim-Mcl-1
13	O=C(NCCc1nc(-c2ccccc2)cs1)c1ccc(Br)cc1	96.0	-0.9	98.0	100.0	98.0	-2.0
14	COc1ccc(/C(C)=C2/SC(=S)N(CCC(=O)O)C2=O)cc1	90.0	-2.4	92.0	90.0	86.0	-1.0
15	O=C(NNC(=S)Nc1ccccc1C(F)(F)F)c1cccnc1	98.0	-43.1	96.0	99.0	96.0	0.0
16	Cc1cccc(-c2nc(CN3CCCC(C(=O)NC4CCCCCC4)C3)c(C)o2)c1 (stereo not given)	102.0	-30.8	104.0	102.0	99.0	-1.0
17	O=C(c1ccc(Br)cc1)c1cc([N+](=O)[O-])ccc1N1CCCCC1	100.0	-15.8	98.0	97.0	98.0	-1.0
18	Cc1cc(SCC(=O)N2CCC(c3noc4ccc(F)cc34)CC2)nc2ccccc12	94.0	9.2	98.0	98.0	92.0	-3.0
19	CN(C)c1nc(N(C)C)nc(N2CCCCC2)n1	107.0	-6.6	102.0	106.0	102.0	2.0
20	CC(C)[C@H](N)c1nnc(SCc2ccc(Cl)cc2)o1	102.0	-2.0	102.0	102.0	101.0	1.0
21	Cc1oc(-c2ccccc2F)nc1CN1CCC(C(=O)NC2CC2)CC1	108.0	-9.5	94.0	103.0	101.0	-1.0
22	CCOC(=O)c1ccc(NC(=O)CSc2nnnn2CCCO)cc1	99.0	-13.2	97.0	96.0	91.0	-1.0
23	Cc1cccc2nc(-c3cccnc3)c(Nc3ccccc3)n12	94.0	-21.1	102.0	102.0	98.0	0.0
24	Cc1cc(C)n(CC(=O)c2ccccc2)c(=O)c1C#N	107.0	3.3	104.0	102.0	100.0	0.0

cpd	HRas wt GTP	RGS8-Gao	Pf gamet viab	Mcl1 Noxa PPI	Rab2 wt GTP
13	100.0	101.7	.	6.7	96.0
14	90.0	104.9	-5.0	-1.2	91.0
15	97.0	102.3	.	-3.9	97.0
16	104.0	102.4	-30.7	3.8	102.0
17	101.0	100.7	-25.4	22.3	98.0
18	99.0	98.1	.	-70.9	94.0
19	105.0	99.0	3.4	2.2	103.0
20	105.0	101.4	1.3	15.2	104.0
21	106.0	101.3	-3.1	0.2	105.0
22	98.0	99.3	.	12.0	97.0
23	96.0	100.1	-0.6	5.0	93.0
24	106.0	100.1	.	3.1	106.0

(continued)
cpd	Compound	Cdc42 wt	Mcl1 Bid PPI	Rab7 wt modul	Rac1 wt GTP bind	Rac1 mut GTP	Bim-Mcl-1
25	COc1ccccc1NC(=O)N(C1CCCC1)C1CCN(C(C)=O)CC1	103.0	-42.7	101.0	109.0	99.0	1.0
26	COc1ccc(NC(=S)NCc2cccs2)cc1	98.0	-65.5	103.0	99.0	98.0	0.0
27	COc1cc(C(=O)ON=C2C=C(C)C(=O)C(C)=C2)cc(OC)c1OC	99.0	-53.2	108.0	104.0	100.0	-9.0
28	CC1CCCN(C(=O)CCCn2c(=S)[nH]c3ccccc3c2=O)C1 (stereo not given)	97.0	-23.0	100.0	102.0	98.0	-6.0
29	O=C(C[n+]1cc(Br)cc(Br)c1)c1cccc([N+](=O)[O-])c1	95.0	-52.5	101.0	87.0	90.0	-2.0
30	Cn1c(SCc2c(F)cccc2Cl)nnc1-c1cccs1	98.0	-5.4	101.0	99.0	96.0	1.0
31	O=C(Cc1cn2ccsc2n1)Nc1ccccn1	104.0	-48.6	100.0	101.0	101.0	0.0
32	CCCNC(=O)Cn1c2ccccc2c2nc(=O)cc(C)n21	105.0	-4.3	104.0	108.0	101.0	1.0
33	CCOC(=O)COc1ccccc1/C=C\[N+](=O)[O-]	96.0	8.8	97.0	98.0	94.0	-15.0
34	COc1ccc(-c2[nH]ncc2CN2CCCN(c3ccccc3)CC2)c(F)c1	97.0	-66.3	105.0	103.0	97.0	-4.0
35	Cc1cc(NC(=O)C2CCCN(S(=O)(=O)c3cnc[nH]3)C2)ccc1Br (stereo not given)	99.0	-12.2	98.0	104.0	98.0	-4.0
36	COc1ccc(/C=N/Nc2nnc(C)n2N)cc1OC	98.0	-51.2	94.0	102.0	98.0	0.0

cpd	HRas wt GTP	RGS8-Gao	Pf gamet viab	Mcl1 Noxa PPI	Rab2 wt GTP
25	101.0	106.0	.	-17.3	104.0
26	98.0	100.3	12.1	1.1	101.0
27	101.0	99.9	13.0	11.4	102.0
28	99.0	101.1	-29.6	0.5	99.0
29	92.0	95.2	14.2	14.8	96.0
30	100.0	96.4	-14.7	1.3	97.0
31	104.0	100.1	.	-5.6	104.0
32	104.0	96.6	.	-8.5	104.0
33	98.0	88.3	.	0.4	97.0
34	99.0	100.0	9.9	20.5	98.0
35	97.0	100.1	.	11.8	101.0
36	98.0	109.9	25.4	7.7	96.0

Additional results.
cpd	Compound	Cdc42 wt	Mcl1 Bid PPI	Rab7 wt modul	Rac1 wt GTP bind	Rac1 mut GTP	Bim-Mcl-1
37	CCOC(=O)C1CCN(c2c(C(=O)c3ccccc3)cnc3ccc(Cl)cc23)CC1	93.0	9.6	106.0	98.0	94.0	-1.0
38	Cn1c(CCNC(=O)c2ccco2)nc2cc(NS(=O)(=O)c3ccccc3)ccc21	95.0	-13.2	97.0	101.0	96.0	2.0
39	O=[N+]([O-])c1cccc(NC(=S)NCc2ccncc2)c1	97.0	-52.9	96.0	97.0	95.0	0.0
40	CCOc1ccccc1N1CC(C(=O)Nc2c(C)n(C)n(-c3ccccc3)c2=O)CC1=O (stereo not given)	94.0	-39.0	101.0	95.0	94.0	0.0
41	N=C1/C(=C\c2ccc(SCc3ccccc3)o2)C(=O)N=C2SC=NN12	88.0	-21.1	96.0	89.0	88.0	0.0
42	CCOC(=O)c1c(C)[nH]c(C(=O)COC(=O)CSCC(=O)N(CC)CC)c1C	97.0	-15.5	100.0	100.0	98.0	0.0
43	OCCNCCCOc1cc(Cl)ccc1Cl	100.0	-16.6	100.0	102.0	96.0	-6.0
44	C=CCN=C(C)C1=C(O)C(C)OC1=O (stereo not given)	102.0	-25.3	99.0	104.0	100.0	-2.0
45	CCN(CC)C(=O)C(C)OC(=O)c1ccc(O)cc1 (stereo not given)	100.0	-1.8	98.0	100.0	99.0	4.0

cpd	HRas wt GTP	RGS8-Gao	Pf gamet viab	Mcl1 Noxa PPI	Rab2 wt GTP
37	96.0	98.7	.	1.4	97.0
38	96.0	100.1	0.0	-19.2	97.0
39	93.0	94.1	1.2	11.6	95.0
40	95.0	101.3	-29.8	11.5	98.0
41	93.0	105.0	-1.4	-1.7	86.0
42	100.0	101.5	7.3	-31.9	97.0
43	97.0	102.3	15.2	35.0	99.0
44	100.0	100.9	.	7.0	100.0
45	99.0	99.2	.	-7.0	97.0

Whole records from above. Order of values: Cdc42 wt, Mcl1 Bid PPI, Rab7 wt modul, Rac1 wt GTP bind, Rac1 mut GTP, Bim-Mcl-1, HRas wt GTP, RGS8-Gao, Pf gamet viab, Mcl1 Noxa PPI, Rab2 wt GTP
CCCNC(=O)Cn1c2ccccc2c2nc(=O)cc(C)n21 is listed with 105.0, -4.3, 104.0, 108.0, 101.0, 1.0, 104.0, 96.6, ., -8.5, 104.0
OCCNCCCOc1cc(Cl)ccc1Cl is listed with 100.0, -16.6, 100.0, 102.0, 96.0, -6.0, 97.0, 102.3, 15.2, 35.0, 99.0
Cc1ccc([N+](=O)[O-])cc1NC(=O)c1ccc2c(c1)OCO2 is listed with 94.0, -10.6, 98.0, 93.0, 94.0, -8.0, 96.0, 98.0, -8.4, 6.0, 96.0
Cc1cccc2nc(-c3cccnc3)c(Nc3ccccc3)n12 is listed with 94.0, -21.1, 102.0, 102.0, 98.0, 0.0, 96.0, 100.1, -0.6, 5.0, 93.0
O=C(Cc1cn2ccsc2n1)Nc1ccccn1 is listed with 104.0, -48.6, 100.0, 101.0, 101.0, 0.0, 104.0, 100.1, ., -5.6, 104.0
